Screening results from PubChem BioAssay.
FEN1 inhibitor – inhibitors of human flap endonuclease 1 | Potency, µM (series often up to 114 µM), for inactives: at the top dose activity change, negative = inhibition, actives largely listed as inhibitors | 390,000 compounds, 0.35% hits | Recombinant FEN1 flap cleavage, fluorescence, 15 min; note: nearly all actives have a fitted effect of over 65% in size
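Reaction started by adding substrate (50 nM final) to 10 nM enzyme after 15 min room-temperature compound preincubation. Reads at 0 and 15 min, with data normalized and fitted to a four-parameter Hill equation.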
N370S GC mod – N370S glucocerebrosidase modulation, Gaucher chaperone candidate; N370S GC spleen homogenate, 4MU-glucoside fluorescence; Potency, µM (doses to about 59.4 µM), for inactives: top-dose activity change, negative = inhibition, usual class: inhibitors; AID 2101; 330,000 compounds, 0.092% hits; P04062;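 note: 0% = full enzyme activity and -100% = no enzyme basal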
GCN5L2 inh – blocks human GCN5L2 histone acetyltransferase; Potency, µM (titrated, usually from 58.9 µM), without a hit: at the top dose activity change, negative = inhibition, usual class: inhibitors; AID 504327; 390,000 compounds, 0.21% hits; Q92830; GCN5L2 HAT assay, ThioGlo1 CoA-SH fluorescence
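Preincubate 20nM GCN5L2 with compound 15 min, RT → add 50uM ThioGlo1 + 75uM H3(1-25) + 70uM acetyl-CoA → read fluorescence 0 and 20 min. Primary qHTS; fluorescent artifacts likely.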
* hit, by the source's call; / = not tested or not shown; & = joins results of further samples. Calls come from the whole dose curve; as a rule, active = well fitted curve in the direction sought with a large enough effect; inconclusive = small, poorly fitted or top-dose-only effect, or another doubt; inactive = no such curve, though single readings can be large; an effect the other way counts as inactive or inconclusive. Unless noted, % is set by controls: 0 for no effect and ±100 for the full control effect; potency is the fitted concentration of half-maximal effect. These rows are one share of the data, so the mix of outcomes need not match the whole.

SMILES	FEN1 inhibitor	N370S GC mod	GCN5L2 inh
C[C@H](CCC(=O)O)[C@H]1CC[C@H]2[C@@H]3[C@H](O)C[C@@H]4C[C@H](O)CC[C@]4(C)[C@H]3CC[C@]12C	16%	-21%	3%
O=C(CCN1CCN(CCO)CC1)N1c2ccccc2Sc2ccc(C(F)(F)F)cc21	0%	1%	-8%&-10%
CC(=O)C1=C(O)C2C3c4c[nH]c5cccc(c45)CC3C(C)(C)N2C1=O (stereo not given)	/	3%	-2%
